aSyn yeast inh – inhibitors of alpha-synuclein toxicity in yeast. AID 652106. Yeast expressing alpha-synuclein, growth rescue, BacTiter-Glo, 24 h. hit rate 0.14% among 370,000. Potency, µM (series often up to 46.1 µM), for the others: at the highest dose growth rescue (activation), most hits filed as activators; further: potency means the concentration at half of the fitted maximal effect; % of control where 0% means no effect; nearly all actives have a fitted effect of over 65% in size
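Screening used galactose-induced yeast with toxic alpha-synuclein levels, exposed to compound for 24 hr at 30 deg C. Cell growth, read with BacTiter-Glo luminescence, gave the measured signal.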
EPAC2 antagonist – antagonists of human EPAC2; Q8WZA2; EPAC2 GEF exchange of Rap1B-BODIPY-GDP, fluorescence; Potency, µM (top dose mostly 114 µM), inactives show top-dose activity, negative = inhibition, most hits filed as inhibitors; hit rate 0.18% among 360,000; AID 720708; further: potency means the concentration at half of the fitted maximal effect; on the % scale 0 is the no-effect control and ±100 the full control effect; nearly all actives have a fitted effect of over 45% in size; many of its hits are not listed in these tables
EPAC2 ag – agonists of human EPAC2 (RAPGEF4). Q8WZA2. EPAC2 activation, biochemical qHTS; response scale: 100% = 6.5 mM cAMP response. Potency, µM (doses to about 154 µM), without a hit: top-dose activation, most hits filed as activators. hit rate 0.079% among 360,000; further: potency means the concentration at half of the fitted maximal effect; nearly all actives have a fitted effect of over 50% in size
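Fluorescence exchange assay: 100 nM EPAC2 with 250 nM RAP1B-BODIPY-GDP and 50 uM GDP; compounds tested as a concentration-titration series (qHTS). Loss of Rap1-bound BODIPY-GDP fluorescence read at 480/540 nm; data normalized to 6.5 mM cAMP.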
Abeta rescue – A-beta toxicity reversal in yeast; AID 1347071; yeast expressing A-beta42, growth rescue, OD600, 48 h; response scale: 0% DMSO, 100% iron-clioquinol control; hit rate 0.063% among 410,000; Potency, µM (titrated, usually from 46.1 µM), for the others: at the highest dose growth rescue, most hits filed as activators; further: potency means the concentration at half of the fitted maximal effect; nearly all actives have a fitted effect of over 55% in size
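Yeast growth medium received pinned compounds, then yeast cells expressing toxic A-beta were added; plates incubated at 30 C for 48 hr. Growth read as absorbance at 600 nm, normalized to DMSO and equimolar FeCl3 plus clioquinol controls.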
D3 antag – D3 dopamine receptor (human) antagonism; P35462; D3R cells, DiscoveRx beta-arrestin luminescence, antagonist mode; active compounds read low; max response, negative = inhibition, %; hit rate 2.5% among 360,000; AID 652054; in the data active means max response below about -50%; inconclusive means no clear call, values can overlap the other calls; further: on the % scale 0 is the no-effect control and ±100 the full control effect; mostly tested at two doses, the higher about 12 µM
Target sequence (P35462 whole entry, looked up): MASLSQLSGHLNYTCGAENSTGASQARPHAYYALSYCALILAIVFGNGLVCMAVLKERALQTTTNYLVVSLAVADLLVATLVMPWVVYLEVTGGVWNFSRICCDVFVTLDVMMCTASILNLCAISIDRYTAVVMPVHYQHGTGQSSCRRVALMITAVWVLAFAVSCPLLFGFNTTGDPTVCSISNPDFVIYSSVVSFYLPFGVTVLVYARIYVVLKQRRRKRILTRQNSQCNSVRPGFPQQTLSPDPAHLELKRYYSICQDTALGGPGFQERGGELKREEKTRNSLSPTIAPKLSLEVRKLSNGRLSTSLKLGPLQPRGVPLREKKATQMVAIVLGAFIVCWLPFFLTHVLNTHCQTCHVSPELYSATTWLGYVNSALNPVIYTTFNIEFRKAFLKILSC
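Cells expressing the human receptor were seeded at 1500 cells/well, incubated overnight at 37 degrees C in 5% CO2, then exposed to library compounds with dopamine controls for 90 minutes at 37 degrees C before luminescent detection.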
TDP43 rescue – inhibitors of TDP-43 toxicity in yeast; AID 652104; Potency, µM (highest dose often 46.1 µM), for inactives: at the top dose growth rescue (activation), most hits filed as activators; hit rate 1.8% among 410,000; TDP-43 expressing yeast growth rescue, BacTiter-Glo, 24 h; further: potency means the concentration at half of the fitted maximal effect; % of control where 0% means no effect; nearly all actives have a fitted effect of over 50% in size
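Growth rescue of TDP-43-toxic yeast measured as ATP luminescence (BacTiter-Glo). Cells grown to mid-log in raffinose, induced in galactose at OD600=0.02, exposed to compound 24 hr at 30 deg C.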
FUS suppressor – suppressors of FUS proteinopathy in yeast. AID 1347120. Potency, µM (top dose mostly 76.6 µM), for the others: top-dose growth rescue (activation), actives largely listed as activators. S. cerevisiae FUS-expressing, growth rescue, OD600, 24 h. hit rate 0.24% among 390,000;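 further: potency means the concentration at half of the fitted maximal effect; plate controls were DMSO vehicle for no effect and reference control for full effect; nearly all actives have a fitted effect of over 55% in size; some results filed as inactive show a strong effect at the top dose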
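Yeast FUS proteinopathy model; galactose-induced FUS (2%), starting OD 0.005. Cpds in dilution series, 24hr, 30C, 99% humidity. Abs 600 nm growth. Pos ctrl CP55940 (top 92uM final); neg ctrl DMSO.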
DRD3 agonist – agonists of human D3 dopamine receptor | D3R DiscoveRx beta-arrestin cells, luminescence, 90 min | max activation, % | hit rate 0.58% among 410,000 | AID 652048; in the data active means max activation above about 30%; further: 0% is about no effect; mostly tested at two doses, the higher about 12 µM
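Agonist mode: compounds and dopamine controls were applied to plated cells for 90 min at 37 degrees C after an overnight attachment at 1500 cells/well. Luminescent read-out followed 30 - 60 minutes at room temperature with DiscoveRx detection reagent.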
* marks the source's active call; other numbers are inactive results; ? = inconclusive; · = no result given; & = joins results of further samples; [ ] = remark or other dose. Unless noted, the call rests on the fitted dose curve; in most records, active means well fitted curve in the direction sought with a large enough effect; inconclusive means small, poorly fitted or top-dose-only effect, or another doubt; inactive means no such curve, though single readings can be large; an effect the other way counts as inactive or inconclusive. An excerpt (hit frequency here may not be typical).

item	structure	aSyn yeast inh	EPAC2 antagonist	EPAC2 ag	Abeta rescue	D3 antag	TDP43 rescue	FUS suppressor	DRD3 agonist
1	Cc1ccc(OC(C)C(=O)Nc2ccccc2C(=O)N2CCN(C)CC2)cc1 (stereo not given)	-11%	6%	10%	2%	-8	-3%	47%	-9
2	O=C(COC(=O)c1ccc2ccccc2n1)Nc1ccccc1Br	7%	-7%	6%	5%	11	-8%	15%	12
3	Cc1cc(C)cc(NC(=O)N2CCC(CN3CCOCC3)CC2)c1	·	·	·	-5%	·	2%	-6%	-12
4	O=C(CSc1ccc2c(c1)OCCO2)Nc1ccc2c(c1)OCO2	1%	-5%	1%	7%	5	?	22%	-3
5	CC(C)NC(=O)C(C)N1CCN(S(=O)(=O)c2ccc3ccccc3c2)CC1 (stereo not given)	-1%	2%	8%	-15%	?	-1%	-2%	-8
6	CCN1CCN(c2ccc(S(=O)(=O)N(CC)CC)cc2[N+](=O)[O-])CC1	5%	0%	-6%	1%	-5	17%	-17%	-9
7	CCN1C(=O)[C@H]2[C@@H](c3ccc(C(F)(F)F)cc3)N[C@]3(CCCN(Cc4ccc(Cl)cc4)C3=O)[C@H]2C1=O	-7%	-9%	8%	?	42	?	39%	6
8	CC(O)c1nc2ccccc2n1CCOc1ccccc1 (stereo not given)	-10%	0%	-2%[15.6 µM]	-14%	?	-23%	13%	-7
9	OC[C@H]1OC(O)[C@H](O)[C@@H]1O (stereo not given in full)	-2%	-8%	11%	3%	14	26%	-23%	16
10	CCOC(=O)C(=Cc1c[nH]c2ccc(S(=O)(=O)N(C)C)cc12)C(=O)OCC	-10%	-3%	2%	-7%	-15	-16%	17%	-5
11	CCc1cccc(NC(=O)Cc2ccc([N+](=O)[O-])cc2)c1	-2%	4%	-2%	3%	?	-5%	·	-7
12	Cc1cc(C(=O)Nc2ccc(C)c(S(=O)(=O)N3CCOCC3)c2)c2ccccc2n1	5%	0%	2%	-9%	7	12%	-1%	0
13	COc1ccc(NC(=O)C2CCCN2C(=O)OCc2ccccc2)c(OC)c1 (stereo not given)	-3%	-1%	-15%	0%	29	9%	-11%	-5
14	COc1ccc(CNc2nc(-c3ccc(Cl)cc3)cc(C(F)(F)F)n2)cc1	·	·	·	-9%	·	24%	-16%	-9
15	Cc1cccc(N2C(=O)CC(N(C(=O)c3ccco3)c3cccc(C)c3)C2=O)c1 (stereo not given)	0%	21%	6%	-3%	8	-19%	21%	-16
16	COC(=O)N/N=C/c1ccc(-c2cc(Cl)ccc2Cl)o1	-2%	2%	17%	-5%	-26	2%	·	-2
17	CCC1CCCCN1C(=O)CSc1nnc(-c2cccs2)o1 (stereo not given)	-4%	13%	-5%	17%	13	25%	-21%	7
18	CCc1nnc(NC(=O)CSc2ccc(-c3ccc(-n4cccn4)cc3)nn2)s1	-8%	-17%	-11%	-12%	-3	-11%	21%	-2
19	O=C1c2ccccc2C(=O)c2cc(NC(=O)C3CC3)ccc21	5%	-5%	-11%	0%	-15	?	·	5
20	Cc1ccnc(N2CCCC(C(=O)Nc3nnc(C)s3)C2)n1 (stereo not given)	0%	18%	4%	1%	17	-9%	17%	6
21	O=[N+]([O-])c1ccc(NN=Cc2cccc([N+](=O)[O-])c2)cc1	-8%	-11%	12%	-5%	?	-10%	22%	-14
22	O=C(O)C1CC(c2ccc(F)cc2)=NO1 (stereo not given)	-4%	20%	2%	-8%	0	-5%	-25%	-18
23	Cc1cc(NC(=O)c2ccno2)no1	5%	4%	7%	15%	4	3%	-10%	2
24	COc1cccc(C(=O)N2CCN(CCc3ccncc3)CC2)c1	·	·	·	-12%	·	-5%	9%	-6
25	COc1ccc(-c2[nH]ncc2C=O)cc1	10%	16%	10%	?	6	-25%	5%	2
26	FC(F)(F)c1cccc(-n2cc(-c3ccccc3)[nH]c2=S)c1	-3%	-5%	-2%	?	0	?	8%	-2
27	Cc1nnc(SCC(=O)Nc2nccs2)n1C(C)C	1%	2%	5%	8%	7	6%	-36%	10
28	Cn1cc(S(=O)(=O)c2ccc(Cl)cc2)c(=O)c2cc(F)c(N3CCCCCC3)cc21	·	·	·	-11%	·	11%	-20%	-6
29	COC(=O)C(NC(=O)CCc1c(C)nc2c(-c3ccccc3)c(C)nn2c1C)C(C)C (stereo not given)	·	·	·	-9%	·	-6%	19%	0
30	COc1ccc(Cl)cc1C(=O)Nc1cccnc1Cl	-10%	0%	-1%	1%	20	22%	-21%	2

The listing continues:
item	structure	aSyn yeast inh	EPAC2 antagonist	EPAC2 ag	Abeta rescue	D3 antag	TDP43 rescue	FUS suppressor	DRD3 agonist
31	CCOc1ccc2nc(N3CCC(C(=O)N4CCN(c5ccccn5)CC4)CC3)sc2c1	-1%	18%	2%	-18%	4	0%	?	0
32	CCCC(=O)Nc1ccccc1-c1nnn(CC(=O)Nc2ccc(OCC)cc2)n1	-2%	8%	-11%	10%	20	3%	10%	1
33	COc1ccc(NC(=O)C2Cc3c(-c4ccc(Cl)cc4)ccnc3O2)cn1 (stereo not given)	14%	-10%	20%	-2%	0	35µM*	21%	3
34	O=C(Cc1ccc(Cl)cc1)NCC(c1cccs1)S(=O)(=O)c1ccc(Cl)cc1 (stereo not given)	·	·	·	18%	·	1%[9.22 µM]	?	4
35	COc1ccc(-c2oc(NC(=O)c3ccc(C)cc3)c(C#N)c2-c2ccc(OC)cc2)cc1	-3%	-9%	5%	15%	21	-17%	46%	-4
36	COc1cc(CNCC(O)c2ccccc2)ccc1OCc1ccc(Cl)nc1 (stereo not given)	12%	26%	11%	-15%	-20	-5%	19%	-6
37	O=C(Cn1ncn2c(cc3ccccc32)c1=O)NCc1ccc(F)cc1	·	·	·	-8%	·	1%	-3%	17
38	CCCCc1ccc(NC(=O)c2cc3c(=O)n4ccccc4nc3s2)cc1	·	·	·	-10%	·	7%	-2%	-5
39	CCOc1ccc(NC(=O)NCCN2CCN(c3ccccc3F)CC2)cc1	-4%	2%	5%	-16%&4%	-69*	-7%&21%	-34%&22%	8&2
40	CCCCN1C(=N)N([C@@H](CCC)CN2CCC[C@H]2CN2C(N)=NC[C@H]2C(C)C)C[C@H]1[C@H](C)CC	2%	-15%	-1%	-3%	1	0%	-14%	11
41	CCOC(=O)C1=C(C)N(CCCC(=O)O)C(=O)NC1c1cccs1 (stereo not given)	-5%	1%	7%	-6%	0	2%	-8%	5
42	O=C(c1ccc(S(=O)(=O)NCc2ccco2)cc1)N1CCCC(C(F)(F)F)C1 (stereo not given)	-12%	-9%	11%	-8%	-15	?	37%	-8
43	Cn1c(=O)c2[nH]c(SCCN3CCCCC3)nc2n(C)c1=S	-4%	-5%	7%	9%	-6	-7%	5%	-6
44	Cc1ccc(OCCN2C(=O)OC(C)(C)C2(C)O)cc1 (stereo not given)	1%	12%	5%	1%	-1	-1%	3%	-6
45	O=C(c1ccco1)N1CCN(C(=O)c2ccc(CS(=O)c3ccc(F)cc3)o2)CC1 (stereo not given)	-4%	3%	2%	25%	-1	1%	24%	-1
46	CCOc1cc(/C=N/NC(=O)c2nn(C)cc2Br)ccc1OCc1ccccc1	6%	-2%	0%	-2%	33	20%	·	21
47	Cc1onc(-c2ccccc2)c1C(=O)OCC(=O)NC(=O)c1ccccc1	0%	-7%	12%	5%	0	22%	11%	3
48	CC(Sc1nnc(N)s1)C(=O)Nc1nccs1 (stereo not given)	0%	7%	3%	-2%	7	3%	8%	5
49	COc1ccc(-n2nnnc2C2CCN(S(=O)(=O)c3ccc(C)cc3)CC2)cc1	·	·	·	0%	·	-9%	-11%	11
50	CCOC(=O)C1CCCN(C(=O)c2ccc(F)c(C)c2)CC1 (stereo not given)	-2%	-25%	19%	-8%	0	10%	-20%	-6
51	CC(C)(C)NC(=O)C1(C)CCC(=O)N1CCCn1ccnc1 (stereo not given)	-6%	-6%	4%	-13%	31	16%	2%	6
52	O=C(CSc1ccccc1)NCc1ccc2c(c1)CCN2C(=O)c1ccc(Cl)cc1	·	·	·	-1%	·	9%	5%	9

Single records, as listed above. Order of screens: aSyn yeast inh	EPAC2 antagonist	EPAC2 ag	Abeta rescue	D3 antag	TDP43 rescue	FUS suppressor	DRD3 agonist
Shown for `COc1ccc(-c2oc(NC(=O)c3ccc(C)cc3)c(C#N)c2-c2ccc(OC)cc2)cc1` → -3%	-9%	5%	15%	21	-17%	46%	-4
Shown for `CCOC(=O)C1CCCN(C(=O)c2ccc(F)c(C)c2)CC1` (stereo not given) → -2%	-25%	19%	-8%	0	10%	-20%	-6
Shown for `O=C(c1ccco1)N1CCN(C(=O)c2ccc(CS(=O)c3ccc(F)cc3)o2)CC1` (stereo not given) → -4%	3%	2%	25%	-1	1%	24%	-1
Shown for `O=C(Cn1ncn2c(cc3ccccc32)c1=O)NCc1ccc(F)cc1` → ·	·	·	-8%	·	1%	-3%	17
Shown for `Cc1onc(-c2ccccc2)c1C(=O)OCC(=O)NC(=O)c1ccccc1` → 0%	-7%	12%	5%	0	22%	11%	3

Random excerpt: four records from the list, in no set order.
item	structure	aSyn yeast inh	EPAC2 antagonist	EPAC2 ag	Abeta rescue	D3 antag	TDP43 rescue	FUS suppressor	DRD3 agonist
46	CCOc1cc(/C=N/NC(=O)c2nn(C)cc2Br)ccc1OCc1ccccc1	6%	-2%	0%	-2%	33	20%	·	21
41	CCOC(=O)C1=C(C)N(CCCC(=O)O)C(=O)NC1c1cccs1 (stereo not given)	-5%	1%	7%	-6%	0	2%	-8%	5
44	Cc1ccc(OCCN2C(=O)OC(C)(C)C2(C)O)cc1 (stereo not given)	1%	12%	5%	1%	-1	-1%	3%	-6
47	Cc1onc(-c2ccccc2)c1C(=O)OCC(=O)NC(=O)c1ccccc1	0%	-7%	12%	5%	0	22%	11%	3
